PglD DTNB: inhibitors of Campylobacter jejuni PglD acetyltransferase; AID 602405; 360,000 tested, 0.098% active; inhibition, % at 12.5 µM; purified PglD enzyme, DTNB colorimetric CoA detection; in the data active = inhibition above about 16%, passing the limit was not always enough; note: strong numbers were not always called active
E-sel inducer: E-selectin induction on HUVECs. P16581. HUVEC E-selectin immunofluorescence imaging; normalized: neutral wells 0, TNF-alpha wells 100. activation, % at 7.58 µM. 260,000 tested, 0.37% active. AID 686992;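 active = mean E-selectin-positive cell signal at least 10% of the positive control, reached in at least 60% of replicates, without over 20% cell loss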;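 note: in these data hits start at about 27%; measured in HUVEC primary endothelial cells; signal is the percent of cells scored E-selectin positive by PE staining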
Target sequence (P16581 whole entry, looked up): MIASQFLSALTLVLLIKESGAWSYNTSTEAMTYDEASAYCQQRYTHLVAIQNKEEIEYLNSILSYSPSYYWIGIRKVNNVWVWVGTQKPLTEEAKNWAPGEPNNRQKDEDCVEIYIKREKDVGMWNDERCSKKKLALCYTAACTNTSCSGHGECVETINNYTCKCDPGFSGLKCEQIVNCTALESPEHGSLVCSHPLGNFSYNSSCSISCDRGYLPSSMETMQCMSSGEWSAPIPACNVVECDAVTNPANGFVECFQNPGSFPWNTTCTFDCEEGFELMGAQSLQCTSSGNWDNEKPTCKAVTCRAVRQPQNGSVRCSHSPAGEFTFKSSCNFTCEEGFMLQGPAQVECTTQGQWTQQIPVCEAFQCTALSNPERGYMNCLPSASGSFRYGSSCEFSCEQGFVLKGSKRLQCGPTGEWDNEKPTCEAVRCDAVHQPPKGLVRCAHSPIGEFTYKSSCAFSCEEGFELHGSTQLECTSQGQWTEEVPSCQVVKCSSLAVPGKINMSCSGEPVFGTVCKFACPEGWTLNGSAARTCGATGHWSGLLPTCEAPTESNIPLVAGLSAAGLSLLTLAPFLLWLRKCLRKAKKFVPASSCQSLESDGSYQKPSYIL
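Test system: HUVEC | Signal: Immunofluorescence imaging | Read-out: Percent E-selectin-positive cells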
ERAP1 inh: inhibitors of human ERAP1 aminopeptidase | recombinant ERAP1, Leu-AMC fluorescence, 60 min | inhibition, % at 10.7 µM | 340,000 tested, 0.15% active;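 active = mean replicate inhibition of at least 30%, or all replicates individually reaching that 30% level; inactive = mean below 30% and not every replicate reaching it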;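 note: 0% = neutral control wells and 100% = L-leucinethiol positive control wells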
Cneo AK release: causes C. neoformans cell lysis | lysis activity, % at 15 µM | 360,000 tested, 0.2% active | adenylate kinase release luminescence, 4 h; normalised: neutral wells 0, clomiphene wells 100;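 active = mean lysis activity across replicates of at least 80%, whatever share of replicates individually reach that level; inactive = mean lysis activity below 80%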
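Material – log-phase Cryptococcus neoformans yeast cells · Input – 5 × 10^6 yeast cells/mL · Medium – fresh YPD growth medium · Doses – single compound concentration per well · Timing – static 4 h at 37 °C with compound, 1 h detection · Detection – adenylate kinase release luminescence · Read-out – signal increase indicating cell lysis · Control set – Clomiphene as positive lysis control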
RAD52 inh: blocks human RAD52 DNA annealing; P43351; recombinant RAD52 DNA annealing, FRET fluorescence; inhibition, % at 18.7 µM; 360,000 tested, 0.46% active; AID 651710;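 active = every replicate showing at least 50% inhibition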
RAD54 inh: RAD54 (human) branch migration inhibition | RAD54 Holliday junction branch migration, FAM/BHQ fluorescence | AID 602329 | Q92698 | inhibition, % at 10.4 µM | 360,000 tested, 0.14% active;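 active = mean normalized replicate activity at least 40 and at least half of replicates scoring 40 or more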;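 note: 0% = median of neutral control wells and 100% = median of positive control wells; inhibitors cause a drop in the FAM fluorescence signal; in these data hits start at about 50%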
miR122 inh: blocks miR-122 activity in Huh7 sensor cells; Huh7 miR-122 Renilla luciferase sensor, 48 h; neutral wells = 0, positive control = 100; activation (reporter increase), % at 12.5 µM; 340,000 tested, 0.3% active; AID 602342;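 active = mean replicate activation score at least 90 and every replicate individually at or above 90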;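 note: higher luciferase means less miR-122 activity so hits act as miR-122 inhibitors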
PGC1a acetyl inh: PGC1a acetylation modulation, inhibitor mode | 350,000 tested, 0.17% active | U2OS PGC1a acetylation, AlphaScreen anti-acetyl-lysine; with virally co-expressed GCN5 acetyltransferase | inhibition, % at 15.6 µM;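 active = every replicate shows inhibition of at least 40%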;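 note: 0% = neutral control wells and 100% = positive control wells; some results beyond the cut were filed as inactive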
Active calls of the source: *; . = not tested or not shown; & = joins results of further samples; [ ] = another dose, or the depositor's remark.

SMILES,PglD DTNB,E-sel inducer,ERAP1 inh,Cneo AK release,RAD52 inh,RAD54 inh,miR122 inh,PGC1a acetyl inh
COc1ccccc1N1CCN(C(=O)c2cccc(S(=O)(=O)N3c4ccccc4CC3C)c2)CC1 (stereo not given),3.5,.,-0.4,2.8,0.2,10.1,.,.
COc1ccc2c3c([nH]c2c1)[C@H](CO)N(C(=O)c1ccncc1)CC31CCN(C(=O)NC(C)C)CC1,.,-0.1,1.8,.,12.9,.,.,-6.0
COc1cc(NC(=O)c2cnc(N)o2)cc(C(=O)Nc2cccc(C(F)(F)F)c2)c1,-2.0&2.9,-0.1&0.7,-0.8&6.5,-2.9&2.2,-16.4&-9.8,-3.4&3.1,-14.5&-8.3,.
CCC(C)C(NC(=O)OCc1ccccc1)C(=O)OCN1C(=O)c2ccccc2C1=O (stereo not given),-0.6,.,.,-4.8,.,0.5,-3.9,-6.1
CCOc1ccc(CCNC(=O)COC(=O)Cc2c[nH]c3ccccc23)cc1OCC,-1.0,-0.2,0.6,-1.1,-0.4,-9.5,.,.
CCN(CC)S(=O)(=O)c1ccc(N2CC(C(=O)NCCC3=CCCCC3)CC2=O)cc1 (stereo not given),-2.7,-0.4,-0.3,-1.1,-14.6,-7.5,0.0,-2.2
COC(=O)[C@]1(C)N[C@H](CN(C)C(=O)Nc2ccccc2)[C@@H]2C(=O)N(C)C(=O)[C@@H]21,4.7,.,-1.8,0.0,-8.0,-5.6,2.8,3.8
COc1ccc(NC(=O)c2cc(-c3ccc(F)cc3OC)n[nH]2)cc1OC,-7.2,0.0,10.4,-0.1,-8.4,2.4,-4.7,-4.1
COc1ccccc1N1CCN(C(=O)c2cc(=O)c3ccc(C)cc3o2)CC1,-1.1,.,0.9,0.0,-3.3,5.1,.,8.1
CC(=O)Oc1cccc(/C=N\NC(=O)C(=O)N/N=C/c2cccc(OC(C)=O)c2)c1,-2.7,.,-2.3,-3.7,1.7,0.1,-2.2,5.3
COc1ccccc1/C=C/C(=O)OC(C)CN1CCCCC1 (stereo not given),-2.5,0.5,-0.2,0.0,-9.4,4.5,-9.0,-4.6
CCOC(=O)C1C(=O)CC(O)(c2ccccc2)CC1c1ccccc1 (stereo not given),-2.4,.,.,-0.4,.,1.6,-4.3,-12.1
O=C(c1ccc(S(=O)(=O)N2CCc3ccccc3C2)cc1)N1CCCCC1,-2.1,.,-5.4,1.0,-13.4,3.0,3.3,-20.2
CO[C@@H](CN(C)Cc1ccc2c(c1)OCO2)[C@@H](C)CN(C(=O)c1ccccc1)[C@@H](C)CO,0.8,0.0,-3.6,-0.1,-0.3,2.7,.,1.8
C=CCSc1nsc(NC(=O)Nc2ccc(F)cc2)n1,4.3,0.5,0.0,-14.9,7.9,0.4,-13.7,14.7
CC(=O)NC(CC(=O)O)C(=O)O (stereo not given),-2.6,.,.,1.5,.,2.8,-5.0,-6.2
CCCN(C)C[C@@H]1Oc2ncc(-c3cccnc3)cc2C(=O)N([C@@H](C)CO)C[C@@H]1C,2.7,-0.4,-0.5,1.0,0.2,1.0,5.4[16.7 µM],8.2
CN1CCN(S(=O)(=O)c2cccc(C(=O)Oc3ccc(Br)cc3F)c2)CC1,3.0,0.1,-2.7,-1.0,-2.9,-5.8,.,.
Cc1ccc(S(=O)(=O)N2CCCCC2)cc1NC(=O)C1CCCO1 (stereo not given),.,-0.1,0.2,.,-15.4,.,.,-10.9
COc1cccc(C#Cc2ccc([C@@H]3[C@H](CO)N4C(=O)CN(C(=O)c5ccccc5)C[C@@H]34)cc2)c1,.,0.0,-1.7,.,4.7,.,.,-3.6
Cc1ccc(CN2CCCC(C(=O)N3CCCC3)C2)cc1 (stereo not given),4.1,1.2,-0.6,-1.2,-10.6,-15.8,-0.8,8.5
C[C@@H]1CN([C@@H](C)CO)C(=O)Cc2cc(NS(C)(=O)=O)ccc2O[C@@H]1CN(C)S(=O)(=O)c1ccccc1,0.4,-3.0,4.2,-1.5,3.7,-4.5,12.2[16.7 µM],-0.8
Cn1ncc(Cl)c1C(=O)Nc1nc2ccc(Cl)cc2s1,4.3,.,-1.4,0.4,-26.1,7.4,25.4,5.4
CCC(=O)Nc1ccc(CCC(=O)N2CCCC2)cc1,-4.0,0.3,-1.7,1.1,1.9,-3.6,-2.4,-7.4
COc1ccc(NS(=O)(=O)c2ccc3c(c2)[C@H]2C=CC[C@H]2[C@@H](c2ccc(C(=O)O)cc2)N3)cc1,0.3,0.0,31.9*,-0.4,-29.5,-7.2,1.1,.
Cc1cc(Nc2nnnn2-c2ccccc2)n(-c2ccc(Cl)cc2)n1,2.7,.,.,2.2,.,7.0,12.6,-9.2
CC(C)n1nnnc1-c1ccc(Cl)cc1,5.3,.,-8.6,0.9,7.1,0.5,-14.8,.
CC(C)NC(=O)N(C)C[C@@H]1Oc2ccc(NC(=O)Nc3ccc4c(c3)OCO4)cc2CC(=O)N([C@H](C)CO)C[C@@H]1C,-0.4,-0.1,-1.9,-4.0,-6.0,-7.7,2.7[16.7 µM],14.6
O=C(Nc1cc(Cl)cc(Cl)c1)C1C2C=CC3(O2)C1C(=O)N(CCCN1CCOCC1)C3C(=O)NC1CCCCC1 (stereo not given),10.0,.,-5.1,1.4,1.7,3.2,-3.9,-3.8
CC(=O)Nc1ccc(NC(=O)C(C)OC(=O)CC2CCCCC2)cc1 (stereo not given),-0.5,0.6,-2.5,-0.7,-0.8,-2.0,.,.
Cc1cc(C)nc(NS(=O)(=O)c2ccc(NC(=O)c3ccccc3C)cc2)n1,-1.7,.,-2.0,2.0,-1.1,1.4,-2.9,5.6
CCc1nnc(NC(=O)CS(=O)(=O)c2ccccc2)s1,-4.4,.,-2.3,-1.7,-3.7,-2.3,.,.
O=C(NC(=S)Nc1ccc(N2CCCCC2)cc1)c1ccc2c(c1)OCCO2,.,-1.0,2.0,.,-15.7,.,.,4.2
Cc1ccccc1C(=O)NNC(=O)c1cc(N)cc([N+](=O)[O-])c1,3.4,0.2,.,0.9,.,-2.4,-7.5,7.8
COc1ccc2c(c1[N+](=O)[O-])CCC/C2=N/OC(=O)c1ccccc1SC,3.1,.,.,3.9,.,-0.4,3.4,3.2
CCN(CC(=O)Nc1c(F)cccc1F)C(=O)c1ccc(N2CCCC2=O)cc1,.,.,3.4,.,-9.5,.,2.9,8.2
COc1c(O)cccc1/C=N/NC(=O)Cn1ccnc1C,-1.3,3.3,-1.7,-0.1,11.3,.,11.0,4.0
S=C(NCCc1ccccc1)Nc1ccccc1,3.3,-0.1,.,8.7,-10.3,4.2,12.6,-0.6
O=S(=O)(CCN1CCCCC1)Oc1ccc(Cl)cc1Cl,2.0,0.3,.,0.8,0.9,5.4,-1.2,0.7
O=C(C[C@@H]1CC[C@@H]2[C@H](COC[C@@H](O)CN2C(=O)c2ccc3c(c2)OCO3)O1)NC1CCC1,7.7,0.0,1.3,-1.3,-49.7,-9.9,9.6[16.7 µM],2.3

Some entries already given, showing only miR122 inh:
Molecule | miR122 inh
Cc1cc(Nc2nnnn2-c2ccccc2)n(-c2ccc(Cl)cc2)n1 | 12.6
Cc1cc(C)nc(NS(=O)(=O)c2ccc(NC(=O)c3ccccc3C)cc2)n1 | -2.9

(listing goes on)
SMILES,PglD DTNB,E-sel inducer,ERAP1 inh,Cneo AK release,RAD52 inh,RAD54 inh,miR122 inh,PGC1a acetyl inh
CC(=O)c1ccccc1C(=O)N1CCCC(CCC(=O)N2CCN(c3ccccn3)CC2)C1 (stereo not given),-4.3,-0.1,-4.6,8.5,-11.2,-0.7,2.1,1.8
CNC[C@@H]1Oc2cc(-c3cncnc3)ccc2S(=O)(=O)N([C@@H](C)CO)C[C@H]1C,3.1,0.2,-2.3,14.5,-65.9,-8.2,1.0[16.7 µM],2.1
Cc1cccc(-c2nnn3c2nc(NCCc2ccc(S(N)(=O)=O)cc2)c2ccccc23)c1,-6.7,.,.,-1.6,.,0.6,-0.7,.
CCOC(=O)c1c(NC(=O)CN(C)C)sc(C(=O)N(CC)CC)c1C,-5.0,.,.,5.8,.,6.9,-1.3,-23.2
O=C(C[C@@H]1CC[C@H]2[C@@H](COC[C@H](O)CN2Cc2ccncc2)O1)NCc1ccccc1Cl,-2.7,-0.1,-2.7,-0.8,0.7,4.2,1.2[16.7 µM],0.4
O=C(CCCn1c(=O)[nH]c2ccsc2c1=O)NCc1cccs1,-7.0,.,.,-2.6,.,-10.1,3.9,2.9
C[C@@H]1CN([C@@H](C)CO)C(=O)c2cccc(NC(=O)Nc3ccccc3)c2O[C@H]1CN(C)C(=O)NC1CCCCC1,1.7,0.1,-0.9,-0.5,18.0,4.7,-10.3[16.7 µM],-2.5
COc1ccc2[nH]c3c(c2c1)CCN1C(=O)N([C@@H](C)C(=O)NCCc2ccc(OC)c(OC)c2)C(=O)[C@]31C,-4.7,.,.,0.8,-42.7,0.4,-4.0,-17.4
CCOC(=O)N1CCN(C(=O)c2ccc3c(c2)N(Cc2ccc(F)cc2)CCS3)CC1,1.2,.,-1.9,-3.5,3.4,-7.6,4.9,-15.3
Cc1ccc(NC(=O)C2(C)CCN2C(=O)Cc2ccc(C(C)(C)C)cc2)cc1C (stereo not given),0.0,-0.9,-0.1,-4.2,-1.4,-3.8,-2.5,-1.4
COc1ccc(C2c3c(-c4ccccc4O)n[nH]c3C(=O)N2Cc2ccco2)cc1OC (stereo not given),.,-2.3,5.2,.,-2.9,.,.,14.9
Cc1ccc(NC(=S)N/N=C2/CCCCc3ccccc32)cc1,-3.6,.,-7.9,6.2,-7.3,2.5,8.9,4.4
COc1cccc(NC(=O)n2ncc3c(C)cccc32)c1,-1.8,0.3,-2.1,-7.2,-2.7,0.4,.,0.5
Cc1ccc(S(=O)(=O)N2CCN(C(=O)COC(=O)c3cc(C)oc3C)CC2)cc1,-1.7,.,.,-0.2,.,-9.0,-2.5,21.3
Cc1ccccc1S(=O)(=O)NCC[C@H]1CC[C@H](NC(=O)C2CC2)[C@@H](CO)O1,-3.3,-0.3,-0.5,-5.9,2.8,2.7,.,-0.7
COc1cccc(-c2ccc(C3[C@H]4CNC[C@@H]3N4S(=O)(=O)c3cn(C)cn3)cc2)c1 (stereo not given in full),.,0.1&0.0,2.6&2.4,.,-19.2&5.9,.,.,1.7&-1.3
CC(=O)c1cccc(NC(=O)CO/N=C2/CCCc3nonc32)c1,.,7.1,-1.3,.,-15.1,.,-3.4,8.7
